Screening data: PubChem BioAssay, Sanford-Burnham Center for Chemical Genomics
mIAP activ: increases mouse intestinal alkaline phosphatase activity; hit rate 0.24% among 330,000; muIAP, CDP-Star luminescence, 30 min; stronger effect = higher value; 1 = vehicle-only enzyme signal, 0 = enzyme-free wells; activation factor at 10 µM;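 active = activation factor of at least 2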; note: the source names both 10 and 20 µM as test concentration; values of inactives mirror those of a sister screen read the other way
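System: Mouse IAP enzyme | Also added: CDP-Star substrate | Dosing: Compounds dispensed in DMSO | Schedule: 30 min enzyme-substrate-compound incubation at room temperature | Technique: Chemiluminescence readout | Control set: DMSO-only wells and no-enzyme negative control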
hIAP block: blocks human intestinal alkaline phosphatase. P09923. purified IAP, CDP-Star luminescence, 30 min. inhibition, % at 10 µM. hit rate 0.12% among 330,000. AID 2544;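 active = inhibition reaching a set limit with compound at 10 µM in the primary screen, cut at about 35% in these data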;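 note: plate controls were DMSO wells with enzyme for no effect and no-enzyme buffer wells for full effect; values of inactives mirror those of a sister screen read the other way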
Target sequence (P09923 whole entry, looked up): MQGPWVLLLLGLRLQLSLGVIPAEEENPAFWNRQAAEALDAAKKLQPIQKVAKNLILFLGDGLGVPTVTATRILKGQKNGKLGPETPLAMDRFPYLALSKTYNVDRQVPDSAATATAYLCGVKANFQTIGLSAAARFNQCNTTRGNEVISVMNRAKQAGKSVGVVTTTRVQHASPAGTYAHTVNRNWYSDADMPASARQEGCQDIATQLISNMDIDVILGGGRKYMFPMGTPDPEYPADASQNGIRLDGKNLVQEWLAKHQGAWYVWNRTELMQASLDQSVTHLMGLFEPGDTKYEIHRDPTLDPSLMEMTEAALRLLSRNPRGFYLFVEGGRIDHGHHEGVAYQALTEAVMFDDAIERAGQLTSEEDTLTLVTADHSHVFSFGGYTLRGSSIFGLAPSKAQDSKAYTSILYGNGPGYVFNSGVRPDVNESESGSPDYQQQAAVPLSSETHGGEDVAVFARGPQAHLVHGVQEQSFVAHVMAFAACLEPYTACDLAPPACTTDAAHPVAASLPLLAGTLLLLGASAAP
APOBEC3A inh: human APOBEC3A DNA deaminase inhibition; recombinant A3A, FAM/TAMRA ssDNA deamination fluorescence; inhibition, % at 20 µM; hit rate 0.41% among 330,000; AID 493011;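 active = at least 40% inhibition at 20 µM here, with at most 30% in a related deaminase screen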;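 note: plate controls were A3A with DMSO for no effect and wells lacking A3A enzyme for full effect; some results filed as inactive read as strong as hits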
Target sequence (P31941 whole entry, looked up): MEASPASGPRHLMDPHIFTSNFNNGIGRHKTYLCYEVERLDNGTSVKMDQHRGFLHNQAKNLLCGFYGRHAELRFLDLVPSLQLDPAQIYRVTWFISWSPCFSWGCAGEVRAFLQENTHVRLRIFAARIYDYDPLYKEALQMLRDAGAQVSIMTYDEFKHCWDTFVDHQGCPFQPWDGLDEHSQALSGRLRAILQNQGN
mIAP block: blocks mouse intestinal alkaline phosphatase | purified mouse IAP, CDP-Star luminescence, 30 min | AID 2806 | inhibition, % at 10 µM | hit rate 0.2% among 330,000;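 active = inhibition of at least 40% at 10 µM in the primary screen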;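 note: plate controls were DMSO with enzyme for no effect and no enzyme wells for full effect; values of inactives mirror those of a sister screen read the other way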
NALP3 yeast inh: inhibitors of NALP3 inflammasome in yeast | Yeast reconstituted NLRP3/ASC/caspase-1, beta-gal luminescence, 24 h | inhibition, % at 10 µM | AID 2825 | hit rate 0.39% among 330,000;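 active = inhibition of 50% or more; inactive = inhibition below 50%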;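 note: plate controls were induced DMSO wells for no effect and uninduced yeast grown without galactose for full effect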
APOBEC3G inh: blocks human APOBEC3G single-stranded DNA deamination. Q9HC16. recombinant A3G, ssDNA deamination FAM/TAMRA fluorescence. inhibition, % at 20 µM. hit rate 0.28% among 330,000. AID 493012;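 active = inhibition of at least 40% at 20 µM, with no more than 30% in the related APOBEC3A deaminase screen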;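 note: plate controls were DMSO wells with A3G for no effect and wells lacking A3G enzyme for full effect; some compounds called inactive have numbers as strong as hits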
hIAP act: human IAP activation; activation factor at 10 µM; purified human IAP, CDP-Star luminescence, 30 min; stronger effect = higher value; 1 = vehicle-only enzyme, 0 = enzyme-free background; hit rate 0.16% among 330,000;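 active = activation factor of the enzyme at least 2-fold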; note: the source names both 10 and 20 µM as test concentration; values of inactives mirror those of a sister screen read the other way
beta cell repl: inducers of beta-cell replication in MIN6 cells; MIN6 cells proliferation, ATPlite luminescence, 48 h; cells starved in 0.2% serum; 100% = growth in 10% serum; proliferation, % at 10 µM; hit rate 0.29% among 330,000; AID 2380;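 active = compounds whose signal lies at least 3.5 SD above the mean of all wells on their plate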;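 note: 0% = DMSO-treated cells in low-serum medium and 100% = 10% serum control; some compounds called inactive have numbers as strong as hits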
SENP1 inh: SENP1 (human) catalytic domain inhibition | recombinant SENP1 catalytic domain, CyPet-SUMO1-YPet FRET cleavage | hit rate 0.21% among 360,000 | inhibition, % at 10 µM | Q9P0U3;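 active = inhibition at least 30% at 10 µM, raw YFP signal under a set limit, fluorescence ratio 0.5 to 1.5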;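 note: 0% = enzyme with DMSO and 100% = no enzyme wells; some results filed as inactive read as strong as hits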
Target sequence (Q9P0U3 419-644 limits assumed): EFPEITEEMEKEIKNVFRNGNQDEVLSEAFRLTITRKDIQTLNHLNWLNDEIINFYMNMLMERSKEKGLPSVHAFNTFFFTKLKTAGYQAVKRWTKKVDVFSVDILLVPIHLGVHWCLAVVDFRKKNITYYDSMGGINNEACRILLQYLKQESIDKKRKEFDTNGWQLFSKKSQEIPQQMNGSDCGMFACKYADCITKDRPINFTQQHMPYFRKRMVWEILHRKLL
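Test system: hSENP1 catalytic domain, recombinant; Amount: 20 pM final SENP1 enzyme; Medium: Tris pH 8 buffer plus EDTA, NaCl, BME, BSA, NP40, catalase; Schedule: 50 min enzyme reaction, room temperature, light-protected; Technique: FRET fluorescence in CFP and YFP emission channels; Controls: no-enzyme wells low, DMSO-plus-enzyme wells high control.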
* hit, by the source's call; nt = no result given.

structure,mIAP activ,hIAP block,APOBEC3A inh,mIAP block,NALP3 yeast inh,APOBEC3G inh,hIAP act,beta cell repl,SENP1 inh
CCc1ccc(C(=O)COC(=O)c2cc([N+](=O)[O-])ccc2N2CCOCC2)cc1,0.866,0.5,-3.4,13.4,12.1,-9.4,0.995,0.2,-1.4
NS(=O)(=O)c1ccc(Nc2ccc3nonc3c2[N+](=O)[O-])cc1,0.942,-55.9,0.6,5.8,21.3,-5.1,1.56,-0.6,-0.5
Cc1cccc(NC(=O)NC(C)C(c2cccs2)N2CCOCC2)c1 (configuration not stated),1.36,11.0,0.6,-35.9,16.6,-0.7,0.89,8.4,-0.3
O=C(C(Cc1ccccc1)N1C(=O)C2C3C=CC(C3)C2C1=O)N1CCCCC1 (configuration not stated),0.989,-13.6,-1.3,1.1,-15.3,-4.9,1.14,-1.1,2.3
CC(C(=O)NC1CCCCC1)N1CCN(C)CC1 (configuration not stated),0.92,3.1,-0.8,8.0,14.9,-4.1,0.969,-2.3,2.2
O=C1CCC/C(=N/NC(=O)C2CCN(S(=O)(=O)c3cccs3)CC2)C1,1.02,0.6,-1.7,-1.8,6.3,-1.1,0.994,-0.6,-4.1
COc1ccccc1NC(=O)CSc1ccc(-c2ccc(-n3ccnc3)cc2)nn1,0.927,-12.3,0.2,7.3,20.4,-2.0,1.12,-0.7,-1.8
COc1ccc(NC(=O)CCCCCn2nnc3ccccc3c2=O)cc1OC,1.05,5.4,-2.5,-4.8,5.2,-7.9,0.946,1.4,1.1
Cc1ccc(C(=O)NC(C)c2nnc(SCC(=O)NC3CCCC3)n2C)cc1 (configuration not stated),0.923,9.5,32.9,7.7,5.5,9.9,0.905,0.9,-0.8
COc1ccccc1CC(=O)Nc1ccc(S(=O)(=O)N(C)C2CCN(C)CC2)cc1,1.04,14.5,0.6,-3.8,12.8,-5.7,0.855,0.1,2.0
CC(C)CC1NC(=O)N(CC(=O)Nc2cc(F)ccc2F)C1=O (configuration not stated),1.05,-6.7,-0.1,-4.8,-0.3,-8.4,1.07,-3.5,0.4
CCOC(=O)C1=C(C)NC(C)=C(C(=O)OCCNC(=O)c2cccnc2)C1c1cccc([N+](=O)[O-])c1 (configuration not stated),0.923,-3.6,-2.7,7.7,-0.7,-8.0,1.04,-3.1,-0.1
Cc1ccc(S(=O)(=O)CCC(=O)OCc2ccc(Cl)cc2)cc1,1.03,4.6,1.1,-3.1,18.5,0.1,0.954,-0.5,2.9
O=C(COC(=O)c1cccc2ccccc12)Nc1cccnc1Cl,1.01,-20.7,4.8,-1.4,13.0,-2.7,1.21,-1.1,2.1
Cc1cc(C)nc(/N=C2/NC(=O)CS2)n1,0.884,-7.8,63.8*,11.6,1.8,-0.8,1.08,-2.9,-4.8
CCOCCn1c(N2CCCC2)nc2c1c(=O)[nH]c(=O)n2C,0.975,6.1,-7.5,2.5,-0.4,-7.6,0.939,-2.1,0.8
Cc1cc(C(=O)Nc2nc3c(s2)CCCC3)cs1,0.909,8.2,-6.6,9.1,33.3,-5.8,0.918,-4.3,-2.4
CC(=O)c1ccc(NC(=O)c2ccn(C(=O)OCC(C)C)n2)cc1,1,3.1,-3.7,-0.2,31.6,0.0,0.969,-1.7,1.2
NS(=O)(=O)c1ccc(NC(=O)c2ccc(COc3ccccc3)o2)cc1,0.95,2.5,1.0,5.0,10.2,-2.4,0.975,-0.1,0.0
O=C(CCCN1C(=O)c2cccc3cccc(c23)C1=O)NCCN1CCOCC1,0.952,1.8,-5.8,4.8,10.4,-16.2,0.982,0.3,2.4
O=S(=O)(c1ccc(C(F)(F)F)cc1)N1CCCN(c2ccc(C(F)(F)F)cn2)CC1,0.944,-11.4,-0.8,5.6,36.9,-0.6,1.11,-2.4,1.4
COC(=O)CN(C(=S)Nc1ccc(F)cc1)C1CC(=O)N(c2ccc(OC)cc2)C1=O (configuration not stated),0.994,20.7,-0.7,0.6,-0.1,-3.7,0.793,-2.9,1.6
COc1ccc(C(=O)Nc2c(C)ccc3nsnc23)cc1[N+](=O)[O-],0.909,0.7,1.4,9.1,27.9,0.3,0.993,-1.2,1.4
CC(C)(CN1CCC(Cc2ccccc2)CC1)NS(=O)(=O)c1ccccc1,1.08,-20.5,-3.8,-7.9,8.2,6.4,1.21,-6.5,0.6
C/C(=N\O)C(=O)NCCCn1ccnc1,0.928,-8.6,0.1,7.2,-10.8,-2.8,1.09,-1.9,-0.2
O=C(O)c1cccc(S(=O)(=O)Nc2ccccc2C(=O)NCCc2ccccc2)c1,0.951,5.2,1.1,4.9,2.4,-6.0,0.948,0.7,2.4
CNC(=O)c1csc(-c2ccncc2)n1,1.06,-40.7,3.6,-6.0,-2.7,-7.3,1.41,0.3,2.1
Fc1ccc(Nc2nnns2)cc1,0.929,11.7,0.1,7.1,-9.5,48.9*,0.883,-0.1,-1.4
CC(C)CCn1c(CN2CCN(Cc3ccccc3)CC2)nc2c1c(=O)[nH]c(=O)n2C,1.07,-7.2,-0.3,-6.6,10.6,-2.0,1.07,0.0,0.2
CC(=O)c1cccc(NC(=O)CSc2nc(=O)n(Cc3ccccn3)c3c2CCC3)c1,1.07,21.4,-0.7,-7.0,-7.0,-2.3,0.786,-2.5,-3.5
O=C(NCc1ccccc1)c1ccccc1Br,1.08,-20.9,2.4,-8.3,28.8,-8.4,1.21,-1.1,0.4
CCC1(N(C(C)=O)c2ccc(OC)cc2)C(=O)c2ccccc2C1=O,1.01,4.8,1.1,-1.3,32.0,23.9,0.952,-3.9,1.8
CCOC(=O)c1sc(NC(=O)/C=C/c2cnn(C)c2C)c(C(=O)OCC)c1C,0.869,2.9,5.1,13.1,6.8,-0.8,0.971,-0.9,nt
COc1ccc(NC(=O)CN(C)CC(=O)Nc2ccc(Cl)cc2F)cc1,1.05,-21.9,4.7,-5.5,18.5,12.9,1.22,3.5,0.2
CCN(CC)S(=O)(=O)c1ccc(S(=O)(=O)N2CCC(C(=O)NC3CCN(Cc4ccccc4)CC3)CC2)cc1,0.916,-12.2,-0.6,8.4,7.8,-5.5,1.12,-1.5,-4.6
CCC1=NN(C(=O)COc2ccccc2)C(O)(c2ccncc2)C1 (configuration not stated),0.938,-24.8,1.2,6.2,9.9,-2.3,1.25,-1.6,0.9
COc1cccc(NC(=O)CN(Cc2ccccc2)S(C)(=O)=O)c1,1.21,1.9,0.2,-21.4,6.9,-10.2,0.981,4.2,-1.0
Cc1onc(-c2cccc(Cl)c2Cl)c1C(=O)O/N=C(\N)c1ccc([N+](=O)[O-])o1,0.846,24.0,2.2,15.4,11.4,-5.5,0.76,-4.0,1.6
CC1(C(=O)NCc2ccccn2)C=CCN1C(=O)c1ccccc1 (configuration not stated),1.03,-9.2,3.3,-3.5,3.6,10.6,1.09,-1.5,1.5
O=[N+]([O-])c1ccc(Cc2nnc(-c3ccc(F)cc3)o2)cc1,0.967,-0.8,5.3,3.3,19.2,-1.7,1.01,2.9,0.2
COc1ccc(-c2[nH]ncc2/C=N/NC(=O)c2ccncc2)c(OC)c1,0.938,-60.2,-5.2,6.2,-3.0,-5.7,1.6,2.1,-0.1
COc1ccccc1C(=O)NC(CCSC)C(=O)NCC(c1ccccc1OC)N1CCCC1 (configuration not stated),1.03,-13.3,-1.2,-3.4,12.9,-3.9,1.13,0.5,-0.5
Cc1ccc(C)c(NC(=O)CCC(=O)NNS(=O)(=O)c2ccc(Cl)cc2)c1,0.677,-3.7,-0.1,32.3,12.9,-5.0,1.04,-2.4,1.1
CCCC1(c2ccccc2)NC(=O)N(CC(=O)Nc2ccc(N3CCOCC3)cc2)C1=O (configuration not stated),1.04,-2.7,0.3,-4.0,6.2,-3.8,1.03,-3.5,2.6
O=C(Nc1ccc2oc(=O)ccc2c1)c1ccco1,0.997,-6.1,-0.8,0.3,2.7,2.6,1.06,1.3,2.1
O=C(CN1CCN(c2ccccc2F)CC1)NCc1ccc(Cl)cc1,0.947,-26.7,-3.5,5.3,21.6,-2.6,1.27,-0.4,2.2
Cc1ccc(C(c2nnnn2C2CCCC2)N2c3ccccc3CC2C)cc1 (configuration not stated),1.08,10.3,0.9,-7.6,-11.0,1.8,0.897,-2.8,-17.2
c1ccc(Nc2nn[nH]n2)cc1,1,-16.4,-0.9,-0.2,15.1,-2.2,1.16,-3.3,2.2
O=C(Nc1ccc(Cl)cc1)c1cccc(S(=O)(=O)Nc2ccccn2)c1,1.11,-20.1,2.3,-10.8,12.6,2.6,1.2,-1.8,-0.8
N#CCCSCc1ccc(OCC(=O)O)cc1,0.992,2.3,-2.4,0.8,-12.7,-2.2,0.977,-3.5,0.1
N#Cc1ccc(-c2nc3cc(Cl)ccc3c(=O)n2O)cc1,0.987,-11.4,0.4,1.3,63.4*,-0.8,1.11,-3.6,1.1
C/C(=N\NC(=O)CN1CCN(Cc2ccccc2)CC1)c1cccs1,0.999,9.1,0.4,0.1,-7.5,-2.5,0.909,0.9,0.0
O=C(COC(=O)/C=C/c1ccc([N+](=O)[O-])cc1)NC(=O)NC1CCCCC1,0.986,4.4,-5.8,1.4,25.0,-7.8,0.956,0.5,0.6
O=C(COC(=O)C12CC3CC(CC(C3)C1)C2)Nc1ccccc1F,0.955,-11.3,-1.6,4.5,6.2,-4.4,1.11,-1.5,1.7
CC(=O)Nc1ccc(-c2cc3ccccc3o2)cc1,1.06,3.6,-2.0,-5.6,34.2,-6.2,0.964,-1.8,-0.1
COCCSc1nnc(NC(=O)c2cc(C(=O)OC)cc([N+](=O)[O-])c2)s1,0.907,3.9,-0.8,9.3,19.5,-4.6,0.961,-1.2,1.4
COc1ccc(NC(=O)c2ccc(CNc3c(N4CCCC4)c(=O)c3=O)cc2)cc1Cl,1.07,6.5,2.5,-6.6,-6.9,-3.4,0.935,-1.8,0.2
COc1cc2[nH]c3c(=O)n(CCN4CCOCC4)cnc3c2cc1OC,1.02,-22.0,6.9,-2.4,9.4,2.9,1.22,-1.8,-0.9
COc1ccc(/C=C/C(=O)NC(=S)N2CCCC(C(N)=O)C2)cc1 (configuration not stated),1.02,2.4,-5.4,-2.3,7.6,0.8,0.976,-1.5,-0.8
COCCNC(=O)C(c1ccc(C)cc1)N(C(=O)CCC(=O)Nc1ccccn1)c1cccc(C)c1 (configuration not stated),1.03,-28.0,-0.4,-3.2,-11.7,-5.1,1.28,-1.1,1.0
CCCC(=O)C1=C(O)C(C(=O)OC)C(C)(C)CC1=Nc1ccc(OC)cc1 (configuration not stated),1.01,13.8,-1.2,-1.5,18.3,-11.4,0.862,3.2,-0.1

The list is partial, so the mix of outcomes need not match the whole.
